Source: PubChem
Growth percent in the NCI-60 one-dose screen (48 h, 10 µM unless noted): 100 = growth as untreated, 0 = no growth, -100 = all killed.
IGROV1: IGROV1 ovarian cancer; 79,000 tested, 4.7% active
SN12C: SN12C renal cancer cells. AID 1794767. 81,000 tested, 3.8% active
OVCAR-5: OVCAR-5 ovarian cancer; 82,000 tested, 2.9% active
SK-OV-3: SK-OV-3 ovarian cancer cells; 80,000 tested, 3.2% active; AID 1794785
OVCAR-4: OVCAR-4 ovarian cancer cells | 80,000 tested, 3.7% active | AID 1794784
NCI-H23: NCI-H23 lung cancer; 80,000 tested, 4% active; AID 1794731
NCI-H226: NCI-H226 lung cancer | 79,000 tested, 3.5% active | AID 1794732
OVCAR-3: OVCAR-3 ovarian cancer | 79,000 tested, 7% active | AID 1794787
NCI/ADR-RES: NCI/ADR-RES ovarian cells; 81,000 tested, 4.4% active
* hit, by the source's call; . = not tested or not shown. The calls were made as follows: active = growth percent below 10; inactive = the rest.

Value order: IGROV1 | SN12C | OVCAR-5 | SK-OV-3 | OVCAR-4 | NCI-H23 | NCI-H226 | OVCAR-3 | NCI/ADR-RES
(1) CCOc1ccccc1C1N(Cc2ccc(OC)cc2)CCCN1Cc1ccc(OC)cc1
    95 | 92 | 100 | 106 | . | 94 | 101 | 103 | 98
(2) CCCCNC(=O)Cc1c(-c2ccc(OC)cc2)oc2c(OC)c3c(c(OC)c12)OCO3
    86 | 92 | 99 | 108 | 98 | 96 | 104 | 109 | 97
(3) CC(=O)Nc1ccc(C(N)=O)cn1
    97 | 100 | 86 | 110 | 108 | 93 | 99 | 113 | 94
(4) Cc1ccc(NC(=O)N(C)C)cc1NC(=O)N(C)C
    94 | 105 | 103 | 111 | 107 | 106 | 108 | 103 | 107
(5) Oc1cc(O)c(N=Nc2ncn[nH]2)c(O)c1
    105 | 100 | 99 | 108 | 104 | 101 | 95 | 103 | 99
(6) NS(=O)(=O)c1ccc(CCn2c(SCC(=O)N/N=C/c3ccccc3)nc3ccccc3c2=O)cc1
    104 | 106 | 109 | 114 | 102 | 98 | 85 | 98 | 105
(7) Cc1ccc2oc(=O)cc(-c3nc4ccc([N+](=O)[O-])cc4[nH]3)c2c1
    71 | 60 | 98 | 79 | 31 | 44 | 67 | 43 | 21
(8) CN1CCN(Cc2ccc(NC(=O)c3cncc(C#Cc4cncc5nccnc45)c3)cc2C(F)(F)F)CC1
    22 | 32 | 36 | 75 | 39 | 34 | 6.0* | 70 | 72
(9) COc1cc(-c2nc(SCCC(C)C)nc(Nc3cccc(C)c3)c2C#N)cc(OC)c1OC
    106 | 97 | 102 | . | 107 | 106 | . | 115 | 107
(10) c1ccc2c(c1)Sc1ccccc1S2
    106 | 93 | 108 | 112 | 99 | 99 | 96 | 113 | 101
(11) O=C(NNc1nc(N2CCOCC2)nc(N2CCN(C(c3ccccc3)c3ccccc3)CC2)n1)c1ccccc1
    87 | 94 | 104 | 108 | 82 | 98 | 73 | 94 | 92
(12) O=c1[nH]c2cc(Cl)cc([N+](=O)[O-])c2c2ccc(Cl)cc12
    99 | 99 | 116 | 104 | 92 | 88 | 92 | 110 | 101
(13) O=C(/C=C/c1ccccc1)c1c[nH]c2ccccc2c1=O
    -12* | 8.3* | 3.5* | 12 | 42 | 9.6* | 8.2* | -61* | 0.3*
(14) COc1cc(-c2nn(C(=O)NCCN3CCN(C(C)=O)CC3)cc2-c2ccncc2)ccc1Cl
    75 | 89 | 96 | 66 | 86 | 92 | 58 | 107 | 92
(15) Cc1cnc(NC(=O)CNc2nnc(-c3cccnc3SCc3ccccc3)s2)s1
    116 | 101 | 105 | 113 | 103 | 99 | 95 | 112 | 96

Part of the list above in a different format:
nr | SMILES | IGROV1 | SN12C | OVCAR-5 | SK-OV-3 | OVCAR-4 | NCI-H23 | NCI-H226 | OVCAR-3 | NCI/ADR-RES
3 | CC(=O)Nc1ccc(C(N)=O)cn1 | 97 | 100 | 86 | 110 | 108 | 93 | 99 | 113 | 94
4 | Cc1ccc(NC(=O)N(C)C)cc1NC(=O)N(C)C | 94 | 105 | 103 | 111 | 107 | 106 | 108 | 103 | 107
5 | Oc1cc(O)c(N=Nc2ncn[nH]2)c(O)c1 | 105 | 100 | 99 | 108 | 104 | 101 | 95 | 103 | 99
6 | NS(=O)(=O)c1ccc(CCn2c(SCC(=O)N/N=C/c3ccccc3)nc3ccccc3c2=O)cc1 | 104 | 106 | 109 | 114 | 102 | 98 | 85 | 98 | 105

Further compounds.
Value order: IGROV1 | SN12C | OVCAR-5 | SK-OV-3 | OVCAR-4 | NCI-H23 | NCI-H226 | OVCAR-3 | NCI/ADR-RES
(16) CCCCOC(=S)SSC(=S)OCCCC
    111 | 100 | 105 | 116 | 112 | 105 | 109 | 105 | 104
(17) CC/C(C)=C1\NC(=O)NC1=O
    125 | 102 | 112 | 127 | 114 | 105 | 102 | 134 | 103
(18) CC1=Nc2cnc(Nc3ccc(OCCN4CCCC4)cc3)nc2Nc2ccccc21
    23 | 61 | 74 | 44 | 63 | 80 | 78 | 76 | 83
(19) O=C(C1CC2CCC13CCCCC23)C1CC2CCC13CCCCC23 (stereo not given)
    99 | 104 | 90 | 93 | 102 | 95 | 102 | 101 | 104
(20) CCOC(=O)C1=C(C)OC(N)=C(C#N)C1c1cc2ccccc2n2nnnc12 (stereo not given)
    109 | 92 | 101 | 92 | 108 | 106 | 97 | 112 | 102
(21) Cc1cc(C)on1
    110 | 100 | 116 | 111 | 98 | 109 | 103 | . | 109
(22) CCOc1cc2c(=O)[nH]cnc2c(OCC)c1OCC
    111 | 100 | 97 | 103 | 96 | 101 | 95 | 105 | 107
(23) C=COC(=O)CCCCCCCCC
    97 | 106 | 111 | 111 | 109 | 108 | 107 | 120 | 103
(24) COC(=O)/C=C1\S/C(=N\NS(=O)(=O)c2ccc(C)cc2)N(c2ccccc2)C1=O
    103 | 99 | 109 | 111 | 91 | 102 | 98 | 105 | 108
(25) CC(=O)[C@H]1[C@H](C)C[C@H]2[C@@H]3CC[C@@H]4C[C@@H](O)CC[C@]4(C)[C@H]3CC[C@@]21C
    109 | 99 | 102 | 91 | 106 | 99 | 125 | 108 | 110
(26) O=C(O)CCCc1cn(Cc2cn(CC(=O)Nc3ccc(Br)cn3)nn2)c2ccccc12
    96 | 97 | 95 | 87 | 100 | 94 | 102 | 104 | 99
(27) Fc1cnc(Nc2ccc(OCCN3CCCC3)cc2)nc1NCc1ccco1
    80 | 64 | 59 | 97 | 78 | 78 | 52 | 74 | 100
(28) O=C(COc1ccccc1)Nc1ccc2oc(=O)ccc2c1
    110 | 100 | 117 | 103 | 109 | 96 | 110 | 109 | 107
(29) CCCCCCCCCCCCCCCCCCNC(=O)Oc1cc(C)ccc1C(C)C
    106 | 101 | 104 | 95 | 93 | 95 | 98 | 108 | 98
(30) C/C(=C\CC/C=C(\C)CC/C=C(\C)CC[C@@H](O)C(C)(C)O)CC/C=C(\C)CC[C@@H](O)C(C)(C)O
    77 | 12 | 56 | 64 | 42 | 32 | 39 | 43 | 30
(31) C[C@@H](COc1ccn(-c2ccc(F)cc2)c(=O)c1)Oc1ccccc1
    105 | 101 | 106 | 107 | 101 | 98 | 107 | 113 | 106
(32) CCOC(=O)c1cc(C(=O)c2cc(OC)c(OC)c(OC)c2)n2ccc(-c3ccncc3)cc12
    111 | 98 | 113 | 87 | 96 | 95 | 96 | 109 | 99
(33) NC(=O)N1CCN(CCCN2c3ccccc3Sc3cc(Cl)ccc32)CC1
    97 | 110 | 91 | 97 | 77 | 93 | . | 89 | 84
(34) N#Cc1c(-c2cccs2)cc(-c2cnccn2)nc1OCC(=O)c1ccccc1
    98 | 97 | 112 | 92 | 105 | . | 103 | 123 | 104
(35) Cc1cc(Cl)ccc1OCC(=O)OCCC1=CCC2CC1C2(C)C (stereo not given)
    111 | 88 | 98 | 114 | 115 | 105 | 105 | 109 | 104
(36) CCCSc1nc(Nc2ccc(C(C)=O)cc2)c(C#N)c(-c2ccc(F)cc2)n1
    69 | 54 | 80 | 92 | 78 | . | 38 | 85 | 54
(37) CN1C(=O)C2(Nc3ccccc3-c3ccnn32)c2ccccc21 (stereo not given)
    94 | 101 | 94 | 104 | 96 | 92 | 88 | 91 | 97
(38) Nn1c(N/N=C/c2nc(Br)cs2)n[nH]c1=S
    99 | 105 | 120 | 120 | 89 | 100 | 105 | 134 | 106
(39) Cn1c2ccccc2c2c3[nH]c(=O)[nH]c(=O)c3c3c4ccccc4n(C)c3c21
    22 | 34 | 24 | 49 | -10* | 43 | 53 | 4.9* | 32
(40) Cc1cc2ccccc2c[n+]1CCC1CCCCC1
    92 | 83 | 99 | 98 | 80 | 49 | 92 | 78 | 104
(41) CCOC(=O)CCN(CC(=O)OCC)C(C)C
    . | 106 | 107 | 98 | 103 | 102 | 116 | 112 | 107
(42) C[C@H]1[C@H]2C3=CC[C@H]4[C@@](C)(CC[C@H]5C(C)(C)c6[nH]c7ccccc7c6C[C@]45C)[C@@H]3CC[C@@]2(C(=O)n2ccnc2)CC[C@@H]1C
    111 | 92 | 104 | 84 | 75 | 88 | 91 | 92 | 100
(43) NS(=O)(=O)c1ccc(Nc2cc(-c3ccccc3)nc(SCC(=O)c3ccccc3)n2)cc1
    97 | 96 | 104 | 110 | 102 | 93 | 93 | . | 101
(44) CSc1nnc(CCC(=O)Nc2c(C)cccc2C(C)(C)C)o1
    103 | 100 | . | 122 | 106 | 103 | 95 | 103 | 105
(45) N#Cc1cc(-c2nc3ccccc3[nH]2)c(N)[nH]c1=O
    95 | 93 | 116 | 103 | 103 | 95 | 90 | 108 | 87

Structures from the list above that contain an NH in an aromatic ring (nine):
Value order: IGROV1 | SN12C | OVCAR-5 | SK-OV-3 | OVCAR-4 | NCI-H23 | NCI-H226 | OVCAR-3 | NCI/ADR-RES
(5) Oc1cc(O)c(N=Nc2ncn[nH]2)c(O)c1
    105 | 100 | 99 | 108 | 104 | 101 | 95 | 103 | 99
(7) Cc1ccc2oc(=O)cc(-c3nc4ccc([N+](=O)[O-])cc4[nH]3)c2c1
    71 | 60 | 98 | 79 | 31 | 44 | 67 | 43 | 21
(12) O=c1[nH]c2cc(Cl)cc([N+](=O)[O-])c2c2ccc(Cl)cc12
    99 | 99 | 116 | 104 | 92 | 88 | 92 | 110 | 101
(13) O=C(/C=C/c1ccccc1)c1c[nH]c2ccccc2c1=O
    -12* | 8.3* | 3.5* | 12 | 42 | 9.6* | 8.2* | -61* | 0.3*
(22) CCOc1cc2c(=O)[nH]cnc2c(OCC)c1OCC
    111 | 100 | 97 | 103 | 96 | 101 | 95 | 105 | 107
(38) Nn1c(N/N=C/c2nc(Br)cs2)n[nH]c1=S
    99 | 105 | 120 | 120 | 89 | 100 | 105 | 134 | 106
(39) Cn1c2ccccc2c2c3[nH]c(=O)[nH]c(=O)c3c3c4ccccc4n(C)c3c21
    22 | 34 | 24 | 49 | -10* | 43 | 53 | 4.9* | 32
(42) C[C@H]1[C@H]2C3=CC[C@H]4[C@@](C)(CC[C@H]5C(C)(C)c6[nH]c7ccccc7c6C[C@]45C)[C@@H]3CC[C@@]2(C(=O)n2ccnc2)CC[C@@H]1C
    111 | 92 | 104 | 84 | 75 | 88 | 91 | 92 | 100
(45) N#Cc1cc(-c2nc3ccccc3[nH]2)c(N)[nH]c1=O
    95 | 93 | 116 | 103 | 103 | 95 | 90 | 108 | 87

(list continues)
Value order: IGROV1 | SN12C | OVCAR-5 | SK-OV-3 | OVCAR-4 | NCI-H23 | NCI-H226 | OVCAR-3 | NCI/ADR-RES
(46) Clc1ccc(SCNc2ccccc2Cl)cc1
    121 | 102 | 96 | 113 | 100 | 100 | 110 | 127 | 97
(47) COc1ccc2ccccc2c1[N+](=O)[O-]
    132 | 98 | 97 | 114 | 96 | 96 | 97 | 125 | 100
(48) CC1(C)OC2C(O1)[C@H](c1c[nH]c3ccccc13)c1[nH]c3ccccc3c1[C@H]2c1c[nH]c2ccccc12 (stereo not given in full)
    66 | 97 | 103 | 95 | 80 | 83 | 83 | 96 | 94
(49) CC(C)OC(=O)c1cccnc1
    89 | 102 | 111 | 111 | 93 | 110 | 95 | . | 114
(50) Cc1ccc(-n2c(-c3ccccc3)c(-c3ccccc3)c3c(SCC(=O)n4nc(C)cc4C)ncnc32)cc1
    77 | 83 | 96 | 68 | 80 | 71 | 75 | 87 | 87
(51) Oc1ccc(Cl)cc1-c1cc(-c2ccc(F)cc2)n[nH]1
    40 | 67 | 84 | 75 | 25 | 53 | 93 | 50 | 66
(52) COc1cccc(-c2nn(-c3ccccc3)cc2-c2ccnc(NCCNC(=O)Nc3ccccc3)c2)c1
    65 | 54 | 92 | 58 | 54 | 63 | 64 | 56 | 35
(53) Nc1nc(NS(=O)(=O)c2ccccc2)ncc1-c1nc2ccccc2[nH]1
    105 | 106 | 101 | 100 | 102 | 100 | 109 | 104 | 106
(54) C/C(=N\NC(N)=S)C(C)(C)O
    22 | 87 | 105 | 109 | 67 | 94 | 89 | 53 | 33
(55) Cc1ccc(C2=C/C(=C/c3ccc(-c4ccc(Cl)cc4)o3)C(=O)N2Cc2ccccc2)cc1
    116 | 91 | 111 | 113 | 99 | 106 | 92 | 125 | 108
(56) O=C(Cn1c2ccccc2c2ccncc21)N/N=C/c1cc(O)c(O)c(O)c1
    107 | 104 | 111 | 99 | 110 | 103 | 105 | 106 | 103
(57) COc1ccccc1-c1ccc2c3c(cccc13)C(=O)N(N1C(=O)c3cccc4cccc(c34)C1=O)C2=O
    99 | 96 | 104 | 102 | 102 | 105 | 100 | . | 100
(58) CCCCCCCCCCCCCCCCCCSC(=N)N
    71 | 66 | 83 | 83 | 76 | 63 | 84 | 89 | 81
(59) c1cc(CNCCNCc2ccncc2)ccn1
    113 | 98 | 115 | 104 | . | 112 | 103 | 118 | 108
(60) COc1ccc(C2OC2c2nc(C#N)c(N(C)C)o2)cc1 (stereo not given)
    88 | 89 | 80 | 87 | 105 | 91 | 91 | 100 | 94
(61) CCOC(=O)/C(C#N)=C/c1ccc(F)cc1
    104 | 101 | 99 | 112 | 103 | 99 | 91 | 104 | 103
